EWS-Fli inh = EWS/Fli-driven NR0B1 reporter inhibitors, primary screen, A673 cells, NR0B1 luciferase, luminescence, MLPCN library; viability-normalised; inhibition, % at 12.6 µM; 0.67% of 350,000 active; AID 651661, 2012;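 active = mean inhibition of at least 50% after viability correction, with every replicate also passing that limit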;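 also: firefly luciferase signal divided by Alamar Blue viability fluorescence both relative to DMSO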
FN deposit inh = inhibitors of fibronectin matrix deposition, primary screen, AH1F cells, Alexa488-fibronectin fluorescence, plate reader; AH1F fibroblasts, overnight; inhibition, % at 12.6 µM; 0.086% of 350,000 active; AID 743247, 2014;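 active = mean inhibition across replicates of 30% or more, regardless of how many single replicates reach that level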;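 also: positive control wells lacked labelled fibronectin entirely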
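Material: AH1F fibroblast monolayer depositing Alexa488-labelled fibronectin into matrix / Amount: 10000 AH1F cells per well / Signal: fluorescence 485/525 nm / Medium: DMEM, 2% serum / Compound: single dose, pinned / Incubation: 1 h cell adhesion before compound, then overnight fibronectin incubation / Reagent: Alexa488-FN, 24 nM final / Read-out: inhibition of fibronectin deposition signal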
DENV2 CPE rescue = inhibitors of DENV2 cytopathic effect, primary screen, cell-based, plate reader, single concentration | DENV2-infected cells, cytopathic effect rescue | CPE inhibition, % at 9.99 µM | 1.7% of 350,000 active; in the data active = CPE inhibition above about 20%, passing the limit was not always enough; tested in BHK-21 cells;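 also: 0% = median of neutral control wells and 100% = median of positive control wells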
PAX8 inh HTS = inhibitors of PAX8-driven TPO luciferase reporter, primary screen, RMG-I cells, single concentration; SteadyGlo, 24 h; inhibition, % at 12.6 µM; 1.2% of 360,000 active; AID 652154, 2013;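 active = mean replicate inhibition at least 60% with every replicate also reaching 60%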;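 also: luciferase light reporting Pax8 driven TPO promoter activity; plate controls were median of neutral control wells for no effect and mitoxantrone controls for full effect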
CFTR F508del cor = F508del CFTR correction, initial screen, CFBE line, single point; AID 720511, 2013; CFBE cells, YFP halide quenching; stimulated with forskolin plus potentiator P3; % fluorescence drop versus neutral controls; 0.36% of 350,000 active; activity (quench increase), % at 7.58 µM;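 active = mean added fluorescence quench of at least 8% versus neutral control, with both replicates also reaching 8%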;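 also: cells transiently co-express mutant CFTR-F508del with the halide-sensitive YFP; corrector assay measuring rescue of mutant channel to the surface after 24 h compound exposure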
INS-1E GSIS act = GLuc luminescence reporter in INS-1E cells, primary screen for activators of glucose-dependent secretion of insulin; INS-1E GLuc reporter insulin secretion, 2-3 h; activation, % at 16.6 µM; 0.61% of 370,000 active; AID 743287, 2014;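 active = lowest replicate activation of at least 40%, so every replicate reaches that level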;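 also: 0% = median of neutral control wells and 100% = median of IBMX positive control wells; some compounds called inactive have numbers as strong as hits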
miR122 inh = miR-122 Renilla sensor signal increase in Huh7, primary screen, miR-122 inhibitor project, cell-based, single point, plate reader; Huh7 miR-122 Renilla luciferase sensor, 48 h; neutral wells = 0, positive control = 100; activation (reporter increase), % at 12.5 µM; 0.3% of 340,000 active;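 active = mean replicate activation score at least 90 and every replicate individually at or above 90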;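 also: higher luciferase means less miR-122 activity so hits act as miR-122 inhibitors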
Active calls of the source: *; nt = no result given; & = joins results of further samples; [ ] = another dose, or the depositor's remark.

The opening two compounds (preview)
Compound,CFTR F508del cor,DENV2 CPE rescue,EWS-Fli inh,FN deposit inh,INS-1E GSIS act,PAX8 inh HTS,miR122 inh
Cc1ccc(S(=O)(=O)N(C)C[C@H]2Oc3c(NC(=O)C4CC4)cccc3C(=O)N([C@H](C)CO)C[C@@H]2C)cc1,-1.2,1,6,-4,0,-1,5[16.7 µM]
COC(=O)C1=C(O)/C(=C\c2cc(C)n(-c3ccc(F)cc3)c2C)N=C1C,-0.5,12,2,3,-1,8,nt

Results, from the first entry:
Compound,CFTR F508del cor,DENV2 CPE rescue,EWS-Fli inh,FN deposit inh,INS-1E GSIS act,PAX8 inh HTS,miR122 inh
Cc1ccc(S(=O)(=O)N(C)C[C@H]2Oc3c(NC(=O)C4CC4)cccc3C(=O)N([C@H](C)CO)C[C@@H]2C)cc1,-1.2,1,6,-4,0,-1,5[16.7 µM]
COC(=O)C1=C(O)/C(=C\c2cc(C)n(-c3ccc(F)cc3)c2C)N=C1C,-0.5,12,2,3,-1,8,nt
O=C1c2ccccc2C(c2nnnn2-c2ccc3c(c2)OCCO3)N1Cc1ccco1 (stereo not drawn),0.1,7,-6,12,8,-1,nt
O=C(COC(=O)CNC(=O)c1ccc(Cl)cc1)Nc1ccc(Cl)cn1,1.6,1,-2,7,18,-7,-3
O=C(COC(=O)/C=C/c1cccc(F)c1)NC(=O)NCc1ccccc1,0.3,-2,3,-1,-5,0,-3
O=C(Nc1ccccc1N1CCOCC1)c1ccc([N+](=O)[O-])s1,-0.3,-5,14,0,9,33,-6
C[C@@H]1CCCCO[C@H](CN(C)C(=O)CCCN(C)C)[C@@H](C)CN([C@H](C)CO)C(=O)c2cc(NS(=O)(=O)c3cn(C)cn3)ccc2O1,-0.8,2,-2,nt,10,-8,1[16.7 µM]
CNC[C@@H]1Oc2c(NC(=O)c3cnccn3)cccc2C(=O)N([C@@H](C)CO)C[C@@H]1C,-0.4,nt,14,4,7,-13,0[16.7 µM]
Cc1nnn(-c2nonc2N)c1C(=O)N/N=C/c1ccccc1O,nt,nt,nt,9,1,7,nt
COc1ccc(-c2cc(C#N)nc(N3CCN(C)CC3)n2)cc1,-1.8,-3,-7,9,-16,-14,nt
CO[C@@H]1CN(C)C(=O)c2ccc(NC(C)=O)cc2OC[C@H](C)N(C(=O)C2CCOCC2)C[C@H]1C,-5.4,-5,-10,0,1,nt,2[16.7 µM]
C/C=C/c1cnc2c(c1)C(=O)N([C@@H](C)CO)C[C@@H](C)[C@@H](CN(C)C(=O)Cc1ccccn1)O2,1.5,-1,-12,nt,nt,-13,nt
O=C(CSc1ncccn1)n1c2c(c3ccccc31)CCCC2,2.8,-5,-14,nt,6,nt,3
COc1ccc(-c2cc(-c3nnc(COC(=O)c4ccc(O)cc4)o3)c3ccccc3n2)cc1OC,5.2,2,-18,-1,10,15,-5
NCCNC(=O)c1c(NC(=O)c2ccccc2)sc2c1CCCC2,-1.9,-6,-112,0,nt,-45,-3
CCOC(=O)C1=C(COC(=O)/C=C/c2cccc(OC)c2OC)NC(=O)NC1C (stereo not drawn),0.0,9,-1,-2,57*,nt,nt
Cc1ccc(N(C(=O)Cn2nnc(-c3ccc(F)cc3)n2)C(C(=O)NC(C)(C)C)c2ccncc2)cc1 (stereo not drawn),0.3,-7,0,0,1,13,-8
CCCC#Cc1cnc2c(c1)C(=O)N([C@@H](C)CO)C[C@@H](C)[C@H](CN(C)C(=O)NCCC)O2,-0.6,4,-2,nt,1,nt,8[16.7 µM]
O=C(NCC1CC1)[C@@H]1[C@@H](CO)[C@@H]2Cn3c(ccc(-c4ccccc4F)c3=O)[C@H]1N2Cc1ccncc1,-0.6,-2,1,nt,-2,nt,4[16.7 µM]
CC(C)c1cc(C(=O)O)c2cnn(C(C)C)c2n1,-2.7,7,3,-9,-3,1,nt
O=C(CN1CCOCC1)NCC[C@H]1CC[C@@H](NC(=O)Cc2ccccn2)[C@@H](CO)O1,0.2,-2,2,15,3,4,nt
O=C(Nc1c[nH]c(=O)[nH]c1=O)c1ccc2c(c1)C(=O)N(c1cccc([N+](=O)[O-])c1)C2=O,-2.2,-6,-5,-11,16,-5,-4
Cc1oc2ccc(OCc3ccc(Cl)cc3)cc2c1C(=O)O,-4.3,3,9,2,6,1,-1
CCc1nc(NCC(C)C)c(C#N)c2c1COC(C)(C)C2,nt,nt,nt,2,nt,13,2
CCCCNC(=O)[C@@H]1CCCN1S(=O)(=O)c1cccc2cccnc12,1.2,5,7,3,-1,-22,-3
C[C@@H]1CN([C@H](C)CO)C(=O)c2cccc(NS(=O)(=O)c3ccccc3)c2O[C@H]1CN(C)S(=O)(=O)c1ccc(F)cc1,2.1,-13,-4,nt,0,-8,1[16.7 µM]
CCCc1cc(=O)oc2c(C)c(O[C@@H]3O[C@H](CO)[C@@H](O)[C@H](O)[C@H]3O)ccc12,-2.5,1,-4,1,1,8,-9
Cc1onc(-c2c(Cl)cccc2Cl)c1C(=O)N1CCN(c2ccccc2)CC1,1.9,4,3,-6,-4,24,nt
C=C1CCC[C@]2(C)C[C@H]3OC(=O)C(CNCCN(CC)CC)[C@H]3CC12 (stereo partly drawn),-1.6,5,9,1,-11,5,nt
COc1ccc(NS(=O)(=O)c2ccc(N3CCOCC3)c(NC(=O)/C=C/C(=O)O)c2)cc1,-5.4,6,1,-4,0,5,nt
Cc1ccccc1-c1ccc2c(c1)O[C@H](CN(C)C(=O)Nc1ccc(F)cc1)[C@H](C)CN([C@@H](C)CO)S2(=O)=O,-10.0,nt,9,nt,-18,1,22[16.7 µM]
O=C(c1n[nH]c2c1CCC2)N1CCCC(Nc2cccc(F)c2)C1 (stereo not drawn),0.6,4,nt,-9,-6,3,nt
O=C(CSc1cccc[n+]1[O-])NC(=O)c1ccc(OC(F)F)cc1,1.6,7,5,6,0,-1,nt
CCOc1cccc(-c2cc(C(=O)N3N=C(C)CC3(O)C(F)F)c3ccccc3n2)c1 (stereo not drawn),-3.0,1,-12,0,-30,14,nt
C[C@@]12CC[C@H]3OC(=O)C=C3C1CC[C@@]13CC(CCC12)[C@](CO)(O[C@H]1O[C@H](CO)[C@@H](O)[C@H](O)[C@H]1O)C3 (stereo partly drawn),2.4,-8,3,nt,-2,nt,-1
COc1ccc(CCNC(=O)C2CC(c3ccccc3C(F)(F)F)=NO2)cc1 (stereo not drawn),-2.2,1,-9,-2,-37,-3,6
CN1CCN(S(=O)(=O)c2ccc(C(F)(F)F)cc2)C(c2ccccc2)C1 (stereo not drawn),-2.3,-2,-3,9,-20,12,nt
Cc1nc(/C(=N/O)C(N)=O)cs1,2.1,0,14,-1,1,-6,-1
C=CCC(NC(=O)N(C)C)(C(=O)OC)C(C)O (stereo not drawn),-0.2,-13,-6,11,nt,-8,nt
Cn1nnnc1Sc1ncnc2scc(Br)c12,-2.6,-6,-2,0,14,56,0
Cc1cc(C)c(C)c(S(=O)(=O)N2CCC(C(=O)Nc3ccc(S(=O)(=O)N4CCOCC4)cc3)CC2)c1C,1.7,18,34,nt,-8,29,-7
CCCNC(=O)C1(C)CCCN(Cc2ccccc2F)C1 (stereo not drawn),-3.6,11,5,-3,3,nt,-3
Cc1ccc(S(=O)(=O)N(C)C[C@@H]2OCc3ccccc3-c3c(n(C)c4ccccc34)C(=O)N([C@@H](C)CO)C[C@@H]2C)cc1,1.8,-6,4,-12,-11,nt,nt
C[C@H](CO)N1C[C@H](C)[C@@H](CN(C)C(=O)Nc2ccccc2)Oc2c(NS(=O)(=O)c3ccc(F)cc3)cccc2C1=O,-1.1&0.1,-12&-13,2&-6,0,6,-9,33[16.7 µM]
Cc1ccc2[nH]c3nc(SCCN4CCOCC4)nnc3c2c1,nt,nt,nt,-5,nt,-68,5
CCN1CCc2nc(NC(=O)c3ccc4c(c3)OCCO4)sc2C1,nt,nt,nt,-8,nt,-145,2
CC(C)C[C@H]1CN=C(N(C)C)N1CCCCc1ccccc1,-0.3,-1,1,-6,-12,-20,9
CCCCOCCCNC(=O)C[C@H]1C[C@@]2(C(=O)OC)C(=C[C@H](C(C)(C)C)O[C@@H]2C)N(Cc2ccccc2)C1=O,0.8,12,9,1,nt,-5,nt
O=C(N[C@H]1CC[C@@H](CCn2cc(-c3ccccn3)nn2)O[C@H]1CO)c1ccccc1,-0.1,-2,-3,nt,7,nt,nt
Cc1ccc(S(=O)(=O)N(C)C[C@H]2OCCCC[C@@H](C)Oc3ccc(NS(=O)(=O)c4ccc(F)cc4)cc3C(=O)N([C@H](C)CO)C[C@@H]2C)cc1,1.5,0,2,6,3,-14,1[16.7 µM]
CCS(=O)(=O)N1CCN(Cc2nc3ccccc3c(=O)[nH]2)CC1,nt,nt,nt,4,nt,-4,2
O=C(O)c1ccccc1-c1nc2ccccc2c(=O)n1O,1.4,-2,0,4,5,15,-6
CN1CCN(c2ccc(-c3cccc(NC(=O)COc4ccccc4)c3)nn2)CC1,0.2,4,28,11,-6,-50,11
Cc1cccc(NC(=S)N(CCCN2CCOCC2)Cc2ccccn2)c1,nt,nt,nt,3,-7,-1,-3
COc1ccccc1C(=O)N/C(=C\c1ccc(Br)cc1)C(=O)NCC(=O)O,nt,-18,0,-2,-10,-10,nt
COc1ccc(/C=N/NC(=O)c2ccccc2)cc1OS(=O)(=O)c1ccccc1,0.4,2,-1,1,2,-24,nt
C[C@@H]1CN([C@H](C)CO)S(=O)(=O)c2ccc(C#CC3CCCCC3)cc2O[C@H]1CN(C)C,-5.3,0,32,-6,0,nt,-16[16.7 µM]
CC1CC(C)(C)NC(=S)N1CC(=O)N1CCN(Cc2ccccc2)CC1 (stereo not drawn),0.7,-3,8,-8,7,3,nt
Cc1c(NC(=O)CN2C(=O)NC3(CCCC3)C2=O)c(=O)n(-c2ccccc2)n1C,0.2,-3,10,-2,21,-1,nt
C[C@@H]1CCCCO[C@@H](CN(C)C(=O)Nc2ccc3c(c2)OCO3)[C@H](C)CN([C@@H](C)CO)C(=O)c2cc(NS(=O)(=O)c3cn(C)cn3)ccc2O1,0.5,11,-8,nt,1,nt,2[16.7 µM]
C/C=C/c1ccc2c(c1)O[C@H](CN(C)CC1CCOCC1)[C@@H](C)CN([C@H](C)CO)S2(=O)=O,1.5&1.0&-3.6,-1&1&5,2&1&27,-2,-6&-5,-7&4,10
CCOc1ccc(NC(=O)/C(C#N)=C/c2cn(CC(=O)O)c3ccccc23)cc1,1.1,-2,15,6,nt,8,-4
